Source: PubChem
Sm TGR block: S. mansoni TGR enzyme inhibition; actives 3% (n = 360,000); Potency, µM (top dose mostly 114 µM), inactives show top-dose activity change, negative = inhibition, most hits filed as inhibitors; AID 485364; Q962Y6; purified TGR, DTNB reduction, TNB absorbance 405 nm; also: potency is read from the fitted curve at half-maximal effect; % is scaled to controls: 0 for no effect and ±100 for the full control effect; nearly all actives have a fitted effect of over 60% in size
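TGR 20 nM + NADPH 100 uM (dispensed conc.), cpd preinc 15 min RT; start with NADPH (500 uM addition) then DTNB (15 mM addition). Kinetic TNB absorbance, 405 nm filter. Four-parameter Hill fit across titration.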
Shiga inhibitor: Shiga toxin inhibition. Vero cells, Shiga toxin protein synthesis inhibition reporter. inhibition, % at 38.7 µM. actives 9.2% (n = 290,000); in the data active = inhibition mostly above about 28%, no sharp cut-off; inactive = mostly below about 43%; also: 0% is about no effect
Pf growth 48h: P. falciparum growth inhibition at 48 hours (one generation). P. falciparum luciferase growth in erythrocytes, 48 h. Potency, µM (doses to about 28.7 µM), inactives show top-dose activity change, negative = inhibition, actives largely listed as inhibitors. actives 5.9% (n = 310,000). AID 504832; also: potency is read from the fitted curve at half-maximal effect; % is scaled to controls: 0 for no effect and ±100 for the full control effect
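Growth was read as firefly luciferase luminescence after a 48 h, 37 C, 5% CO2 exposure of compounds to reporter-bearing P. falciparum cultures (0.1% parasitemia, 2% hematocrit final) in Albumax-supplemented RPMI 1640.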
CHX counter: counter-screen for Shiga toxin inhibitors: cycloheximide protein synthesis inhibition; cell reporter, cycloheximide protein synthesis inhibition counterscreen; max response, %; actives 12% (n = 300,000); AID 2314; in the data active = max response mostly above about 13%, no sharp cut-off; inactive = mostly below about 14%; also: read at 38.3 µM for the half of the compounds with a filed dose; 0% is about no effect
FBPA Giardia inh: Giardia lamblia aldolase inhibition | A8B2U2 | purified Giardia FBPA | Potency, µM (top dose mostly 59.6 µM), inactives show top-dose activity, negative = inhibition, most hits filed as inhibitors | actives 0.71% (n = 290,000) | AID 2451; also: potency is read from the fitted curve at half-maximal effect; % is scaled to controls: 0 for no effect and ±100 for the full control effect; nearly all actives have a fitted effect of over 55% in size
Target sequence (A8B2U2 whole entry, looked up): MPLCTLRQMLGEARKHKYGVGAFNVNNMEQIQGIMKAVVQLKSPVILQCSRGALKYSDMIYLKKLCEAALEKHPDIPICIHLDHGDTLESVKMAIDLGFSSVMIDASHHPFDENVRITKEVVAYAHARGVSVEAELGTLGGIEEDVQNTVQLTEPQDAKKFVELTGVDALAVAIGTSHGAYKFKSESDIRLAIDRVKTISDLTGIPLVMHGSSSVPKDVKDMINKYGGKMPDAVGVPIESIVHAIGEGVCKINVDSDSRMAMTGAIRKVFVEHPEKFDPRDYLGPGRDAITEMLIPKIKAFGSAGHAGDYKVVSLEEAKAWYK
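40 nM FBPA preincubated 10 min at RT with compound (up to 57.5 uM final), then substrate plus GAPDH/TPI/NAD/arsenate coupling and diaphorase/resazurin added. Fluorescence read after 20 min at RT, 525/598 nm.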
Pf growth 96h: P. falciparum growth inhibition at 96 hour, primary screen for plastid delayed-death inhibitors | P. falciparum luciferase reporter growth, 96 h | Potency, µM (titrated, usually from 28.7 µM), for the others: at the top dose activity change, negative = inhibition, usual class: inhibitors | actives 6.9% (n = 320,000); also: potency is read from the fitted curve at half-maximal effect; % is scaled to controls: 0 for no effect and ±100 for the full control effect
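Plates of compound plus infected erythrocytes (2% hematocrit, 0.05% parasitemia final) incubate 96 hours, 37 C, 5% CO2. Detection reagent added; reduced luminescence from the parasites' luciferase reporter flags inhibition.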
* = called active by the depositor; ? = inconclusive; · = no result given; + = active, no number; & = joins results of further samples; [ ] = dose if it differs, or a comment. Unless noted, calls follow the shape of the dose curve; as a rule, active = well fitted curve in the direction sought with a large enough effect; inconclusive = small, poorly fitted or top-dose-only effect, or another doubt; inactive = no such curve, though single readings can be large; an effect the other way counts as inactive or inconclusive.

compound,Pf growth 96h,FBPA Giardia inh,Shiga inhibitor,Sm TGR block,Pf growth 48h,CHX counter
Cc1cc(NC(=O)c2cc(-c3ccncc3)nc3c(C)cccc23)no1,37%[activator],0%,-4,-4%,?,-3
CCc1ccc(C(=O)NNC(=O)c2c(CC)noc2C)cc1,5%,·,·,6%,-17%,·
COc1ccc(CN2CCNC(=O)C2CC(=O)N(C)C2CCOCC2)c(F)c1 (stereo not drawn),?,·,-17,?,27%,-2
CC1Sc2ccc(S(=O)(=O)CCC(=O)N3CCc4ccccc43)cc2NC1=O (stereo not drawn),17µM*,·,-3,?,-1%,-12
Cn1nc(C(=O)OCC(=O)c2ccc[nH]2)c2ccccc2c1=O,22%,1%,-11,25%,0%,-1
Cc1ccc(S(=O)(=O)N/N=C\c2ccc3c(c2)OCO3)cc1C,35%[activator],·,-15,4%,23%,5
COc1ccc(Oc2c(Cl)cnn(-c3ccccc3)c2=O)cc1,-11%,7%,-11,5%,-4%,-2
Cc1cccc(OCC(=O)Nc2cccc3nsnc23)c1,38%[activator],0%,-9,11%,·,1
COc1ccc(CC(=O)NCc2nc(-c3ccccc3)no2)cc1,22%,-1%,2,·,-1%,-1
C#CCNC(=O)C1=C[C@H](c2cn(C(C)=O)c3ccccc23)C[C@H](OCc2ccc(CO)cc2)O1,10µM*,-18%,-16,?,?,1
COc1cc(/C=C/C(=O)NCC2CCCCC2)cc(OC)c1OC,?,2%,-7,6%,2%,3
COc1cc(OC)cc(C(=O)Nc2cc(NC(=O)c3ccco3)ccc2OC)c1,3%,-3%,-12,-13%,?,-2
Cc1ccc(C(=O)Nc2ccc(N3CCN(C)CC3)cc2)cc1C,12µM*,?,80*,-7%,53%[activator],32*
CC1CC(C)CN(S(=O)(=O)c2ccc(NC(=O)C3CSC4(C)CCC(=O)N34)cc2)C1 (stereo not drawn),9.3µM*,·,·,1%,?,·
O=C(/C=C1\SC(=O)N(CC(=O)Nc2ccc(Cl)cc2)C1=O)Nc1ccc(F)cc1,0%,8%,-1,-11%,13%,0
Cc1ccc(/C=N/NC(=O)c2cc(-c3ccccc3)nc3ccccc23)o1,-20%,·,3,?,-17%,12
Nn1cnnc1N/N=C\c1ccc(-c2ccccc2[N+](=O)[O-])o1,38%[activator],1.8µM*,12,-18%,-6%,17*
O=C(c1ccccc1)c1cccc[n+]1[O-],12%,2%,·,-3%,34%[activator],-1
CC(C)CC(NC(=O)CCl)c1ccccc1 (stereo not drawn),?,-2%,16,40µM*,-11%,1
COc1ccc(S(=O)(=O)N2CCc3ccccc3C2)cc1,-14%,11%,15,12%,0%,8
Cn1cc(S(=O)(=O)N2CCCC2)cc1C(=O)N1CCN(c2cccc(Cl)c2)CC1,22%,19%,9,7%&-3%,?,3
CCOC(=O)c1[nH]c2cc3c(cc2c1NC(=O)CN1CCCCC1C)OCO3 (stereo not drawn),19%,1%,-13,1%,32%,-2
CCOC(=O)C1(CCc2ccccc2)CCN(Cc2ccccn2)CC1,?,4%,8,10%,?,-1
CC(C)(C)c1nc(SCC(=O)N2CC(=O)Nc3ccccc32)c2ccccc2n1,5%,2%,-6,1%,-19%,-3
CN(C)C(=O)c1ccc(-c2n[nH]c(=O)c3ccccc23)cc1,?,3%,-4,7%,3%,-4
Cc1[nH]n(-c2ccc(Cl)cc2)c(=O)c1C=Nc1ccc(S(=O)(=O)N2CCOCC2)cc1,69%[activator],3%,30,0%,42%[activator],-3
Clc1ccc(CNc2ccc(CNc3ncn[nH]3)cc2)c(Cl)c1,-11%,7%,-18,-3%,-10%,10
CCN(CC)S(=O)(=O)c1ccc(N2CCN(S(=O)(=O)c3ccccc3C#N)CC2)nc1,?,5%,-8,-4%,·,-5
COc1ccc(CN2C(=O)NC(=O)/C(=C\c3ccc(OC)c(OC)c3OC)C2=O)cc1,?,-2%,-4,?,1%,9
CCc1ccc(N/C(N)=N/c2nc(CSc3ccccn3)cc(=O)[nH]2)cc1,?,-3%,14,6%,?,1
CCCCn1c(N)c(N(CCC(C)C)C(=O)c2cc(S(=O)(=O)N3CCOCC3)ccc2F)c(=O)[nH]c1=O,?,·,·,-6%,-1%,·
COCCn1nnnc1C(C(C)C)N(Cc1cccnc1)Cc1cc2cc(OC)ccc2[nH]c1=O (stereo not drawn),23%,0%,5,-6%,?,-7
COc1ccccc1N1CCN(C(=O)c2ccc(S(=O)(=O)N3CCCCC3)cc2)CC1,0%,3%,-1,-3%,?,-3
Cc1cccc(OS(=O)(=O)NC(=O)OCC2CCCN3CCCCC23)c1 (stereo not drawn),24%,-1%,-9,-3%,-5%,-6
Cn1c(NC(=O)c2ccco2)c(-c2ccccc2Cl)c(=O)c2ccccc21,-6%[5.75 µM],-4%,16,0%,-12%,-3
Cn1ccnc1SCC(=O)Nc1ccc(Br)cc1C(F)(F)F,?,·,117*,?,29%,22*
CC(C)CCNC(=O)[C@@H](NC(=O)c1c(F)cccc1F)C(C)C,11%,2%,-1,1%,·,-2
O=C(Cc1c(Cl)cccc1Cl)Nc1cccnc1,?,-6%,-13,9%,?,-2
COC(=O)C(C(=O)Nc1cc(C)on1)C1CCCCCC1 (stereo not drawn),·,0%,-27,0%,-1%,-2
COc1cccc(-c2nnc(SCC(=O)Nc3ccc(OC)c(OC)c3)n2N)c1,-27%,-1%,-3,-1%,82%[activator],-3
CS(=O)(=O)OCCCCOS(C)(=O)=O,-22%,-19%,·,·,-17%,·
CN(CCOC(=O)CN1C(=O)c2ccccc2C1=O)C1=NS(=O)(=O)c2ccccc21,12%,2%,-21,0%,3%,-3
Cc1ccc(NC(=O)CSc2nc3ccccc3c(=O)n2CCCN2CCCCC2)cc1Cl,?,5%,-13,7%,-15%,-16
COc1cccc(C2C(C(C)=O)=C(O)C(=O)N2CCc2c[nH]c3ccccc23)c1 (stereo not drawn),-2%,4%,-16,3%,2%,19
Cc1ccc(NCc2ccccc2O)cc1C,34%[activator],-10%,102*,25%,56%[activator],33*
CCc1c(C(=O)N/N=C/c2sccc2C)nnn1-c1nonc1N,?,3%,41,9%,-15%,17
COCCNS(=O)(=O)c1cc(F)ccc1OC,27%,-2%,-14,16%,7%,-3
O=C(Cn1c(C(F)(F)F)nc2ccccc21)OCC(=O)c1c[nH]c2ccccc12,4.1µM*,0%,5,-15%,12µM*,1
CCc1ccc(OCC(=O)NC(=S)Nc2ccc(S(=O)(=O)NC3CCCCC3)cc2)cc1,·,-10%,-18,9%,3%,1
Cc1ccccc1OCC(=O)NNC=O,?,3%,14,-2%,-4%,11
CC1(C)SC2c3ccccc3C(=O)N2[C@@H]1C(=O)NC1CC1 (stereo partly drawn),26%,·,2,-14%,-1%,-4
COc1cc(C)nc(Oc2ccc(=O)[nH]n2)n1,80%[activator],3%,42,-1%,0%,22*
O=C(CSc1nnc(-c2ccccc2)n1-c1ccccc1)c1cccs1,37%[activator],-4%,28,0%,-13%,18
Cc1ccccc1NC(=O)CCOc1ccccc1,48%,4%,58*,?,0%[0.00184 µM],33*
COC(=O)c1cccc(NC(=O)C2CCCN2C(=O)c2cccs2)c1 (stereo not drawn),17%,·,·,-12%,-8%,·
COC(=O)C(NC(C)=O)(Nc1ccccn1)C(F)(F)F (stereo not drawn),7%,4%,-7,-20%,46%[activator],-4
Cc1ccc(O)c(NC(=O)C2=CC(c3cccs3)=NS(=O)(=O)N2C)c1,?,3%,15,-27%&3%,-3%,-1
O=C(Cn1cnc2c(nnn2-c2cccc(Cl)c2)c1=O)N1CCOCC1,67%[activator],-1%,7,-1%,6%,3
CCCCOC(=O)Sc1nc2ccccc2o1,-19%,-2%,39,-23%,·,14
O=c1ccn(-c2cccc(C(F)(F)F)c2)nc1-c1ccn(-c2ccccc2F)n1,5.9µM*,16µM*,-16,-1%,?,-5

Additional entries follow.
compound,Pf growth 96h,FBPA Giardia inh,Shiga inhibitor,Sm TGR block,Pf growth 48h,CHX counter
COc1ccc(C2CC(c3cccs3)=Nc3ccccc3S2)cc1 (stereo not drawn),?,-3%,83*,0%,11%,61*
O=C1N(c2ccccc2)C[C@@H]2C[C@@H](c3cccc4c3OCO4)N3CCC[C@@]123,?,6%,9,12%,?,-1
O=C(NCC1CCCO1)c1cccc(Oc2ccccc2)c1 (stereo not drawn),43%[activator],·,53*,-1%,62%[activator],33*
CCOC(=O)CNC(=O)Nc1cc(C(C)(C)C)nn1-c1ccccc1,32%[activator],-2%,-4,4%,3%,37*
CC(=O)N(NC(=O)c1ccccc1Cl)C1CC(=O)N(c2ccc(C)cc2)C1=O (stereo not drawn),10%,·,-20,-22%,?,-2
Cc1c(Cc2ccccc2)c(=O)oc2c(C)c(OCC(=O)NCc3ccccn3)ccc12,?,-3%,-6,2%,?,-3
Nc1cc(S(=O)(=O)C(F)(F)F)ccc1C(=O)O,0%,7%,-5,1%,13%,-1
COc1ccc(-c2c(C3C4C=CCCC4(C)C(=O)N3Cc3ccccc3)ccc3ccccc23)cc1 (stereo not drawn),·,6%,+,·,·,103*
CCNC(=O)CC1C(=O)N(c2cccc(C)c2)C(=O)N1CCC(C)C (stereo not drawn),29%,15%,-6,-11%,24%,0
Cc1cc(C(=O)OCC(=O)c2cccc([N+](=O)[O-])c2)c2ccccc2n1,?,-3%,-12,-1%,3%,-2
Nc1nc(-c2ccccc2)cn1/N=C/c1ccccc1,10%,-10%,34,?,14%,38*
O=c1c2ccccc2sn1-c1cc(S(=O)(=O)N2CCOCC2)ccc1N1CCCC1,?,?,21,?,·,6
O=C1CS/C(=C\S(=O)(=O)c2ccc(Cl)cc2)N1,25%,16%,-5,-14%,5%,-6
O=C(O)c1ccccc1Nc1ccc([N+](=O)[O-])c2nonc12,133%[activator],-9%,-6,35µM*,·,-3
O=C(COc1ncnc2ccccc12)NCc1ccco1,-37%,5%,31,-25%,32%[activator],-1
CC1CN(S(=O)(=O)c2ccc(F)cc2)CN1C(=O)N1CCOCC1 (stereo not drawn),11%,0%,-3,0%,2%,7
CCc1noc(C)c1C(=O)N1CCN(S(=O)(=O)c2ccccc2C(F)(F)F)CC1,-24%,·,·,-22%,?,·
CCOC(=O)Cc1csc(NC(=O)CCCCCN2C(=O)c3ccccc3C2=O)n1,?,3%,-10,14%,?,-2

Complete entries as entered above.
Listed for Cc1cc(C(=O)OCC(=O)c2cccc([N+](=O)[O-])c2)c2ccccc2n1 → Pf growth 96h: ?; FBPA Giardia inh: -3%; Shiga inhibitor: -12; Sm TGR block: -1%; Pf growth 48h: 3%; CHX counter: -2
Listed for CCc1noc(C)c1C(=O)N1CCN(S(=O)(=O)c2ccccc2C(F)(F)F)CC1 → Pf growth 96h: -24%; FBPA Giardia inh: ·; Shiga inhibitor: ·; Sm TGR block: -22%; Pf growth 48h: ?; CHX counter: ·
Listed for COc1ccc(-c2c(C3C4C=CCCC4(C)C(=O)N3Cc3ccccc3)ccc3ccccc23)cc1 (stereo not drawn) → Pf growth 96h: ·; FBPA Giardia inh: 6%; Shiga inhibitor: +; Sm TGR block: ·; Pf growth 48h: ·; CHX counter: 103*
